Screens from PubChem.
CSM14.1 death rescue – protection against thapsigargin-triggered cell killing – 384-well, CSM14.1, ATP luminescence, primary screen (AID 1222); one-dose cellular ATP content (survival), % at 20 µM; EC50 in µM for titrated hits; CSM14.1 thapsigargin-induced death rescue, ATP luminescence; higher % means a stronger effect; 190,000 tested, under 10 active;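 active means EC50 below 50 µM in the dose-response confirmation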;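 further: death triggered by thapsigargin at about 15 µM added after 2 h compound pretreatment; cell ATP read after overnight thapsigargin exposure of roughly 18 to 22 hours; normalized against plate controls of thapsigargin alone and 5% DMSO vehicle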
bCat nuc transl – modulators of beta-catenin nuclear translocation; HeLa beta-catenin nuclear translocation, immunofluorescence imaging; nuclear translocation activity, % at 5 µM; 190,000 tested, 0.3% active; AID 1665;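 active means nuclear translocation activity above 50% at 5 µM, with a well cell count of 50 or more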;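 further: per-cell ratio of nuclear to cytoplasmic median beta-catenin stain intensity; plate controls were DMSO negative control for no effect and GSK-3 inhibitor IX positive control for full effect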
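Test system: HeLa cells, endogenous beta-catenin; Compound: single 5 µM dose plus 0.02–20 µM confirmation series; Times: compound exposure 24 h at 37°C; Signal: fluorescence imaging of beta-catenin antibody stain plus DAPI; Read-out: % activation, nuclear-to-cytoplasmic median beta-catenin signal ratio per cell.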
MT stabilize HCS – stabilizes microtubules in HeLa cells. 200,000 tested, 0.83% active. HeLa tubulin immunostaining HCS, 24 h; share of cells brighter than vehicle mean+2SD. % tubulin-high responders, % at 10 µM;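 active means plate Z-score above 3 for both tubulin-high and condensed-nucleus cell shares, with cell loss under 80%, at 10 µM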;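 further: anti alpha tubulin signal scored within the nucleus-defined area of each cell; some results filed as inactive read as strong as hits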
M17LAP inhibition – P. falciparum M17LAP inhibitors, primary screen, biochemical, fluorogenic H-Leu-NHMec substrate, 1536-well (AID 1619) | recombinant M17LAP, H-Leu-NHMec fluorogenic kinetic assay; higher % means a stronger effect | inhibition, % at 30 µM, or IC50 in µM where a hit was titrated | 220,000 tested, 0.38% active;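 active means compound inhibiting the enzyme by more than half at any dose during confirmatory dose-response retesting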;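 further: plate controls were full reaction with DMSO carrier for no effect and no enzyme background for full effect; strong numbers were not always called active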
UTI89 phage lysis – protection from phage-mediated lysis, alamar blue read-out – E. coli UTI89, K1F phage, bacterial capsule biogenesis inhibitors (AID 488966); 340,000 tested, 0.02% active; inhibition, % at 100 µM; hits with a dose series show IC50 in µM; E. coli UTI89 K1F phage lysis, alamar blue, 2 h; higher % means a stronger effect;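 active means phage lysis inhibition, versus mean bacterial control, above a set limit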;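 further: capsule biogenesis inhibitors block K1F phage lysis so surviving cells raise fluorescence; higher fluorescence means more inhibition of phage lysis; actives were called in the ten point dose series up to 300 µM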
Dynein transport – blocks dynein driven cargo transport along microtubules; AID 1381; 3617.4 mouse cells, GR-EGFP nuclear translocation imaging; test concentration mostly 20 µM; stimulated with dexamethasone, 1 µM; active compounds read low; z-score, hits read low; 220,000 tested, 0.47% active;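 active means plate z-score of nuclear minus cytoplasmic receptor signal below a set negative limit, without overly bright fluorescence or cell loss, cut at about -3.5 in these data, passing the limit was not always enough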;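 further: z-score of nuclear minus cytoplasmic ring GR-EGFP intensity difference per well; some compounds called inactive have numbers as strong as hits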
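Medium: Induction medium lacking tetracycline, stripped serum | Probe or stimulus: 1.0 µM final dexamethasone stimulus | Schedule: 48 h induction, then 1 h compound, then 30 min agonist, 37 °C | Signal: Automated 10x imaging of fixed Hoechst-stained cells | Evaluation: Per-cell GR-EGFP intensity, nucleus versus surrounding cytoplasmic ring, well-averaged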
P. falciparum M1AAP – P. falciparum M1AAP inhibitors, biochemical, fluorogenic H-Leu-NHMec substrate, 1536-well (AID 1445); recombinant M1AAP, H-Leu-NHMec fluorogenic kinetic assay; higher % means a stronger effect; 220,000 tested, 0.42% active; inhibition, % at 30 µM, or IC50 in µM where a hit was titrated;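 active means primary inhibition above the hit cutoff, then over 50% inhibition at one or more dose response concentrations, cut at about 23% in these data, passing the limit was not always enough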;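 further: plate controls were DMSO full reaction for no effect and no enzyme background for full effect; strong numbers were not always called active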
Autophagy mod – alters autophagy in cells | MEF GFP-LC3 puncta imaging; test concentration mostly 10 µM | calls only at 10 µM (by protocol) | 190,000 tested, 0.98% active;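 active means percentage of spot-positive cells more than 3 SD above its plate mean, without a fluorescence outlier flag or 80% toxicity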;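 further: spot-positive cell cutoff set from DMSO-treated cells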
Insulin prom up – MIN6 insulin promoter up-regulation; z-score at 5 µM; 190,000 tested, 0.3% active; MIN6 insulin promoter-GFP reporter, high-content imaging; active compounds read high;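 active means z-score above 3 at 5 µM with at least 500 cells counted in the well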
Dynein transport cytoplasmic EGFP – second read-out of Dynein transport, no call of its own (marks repeat the call); z-score; measured here: cytoplasmic GR-EGFP intensity; active compounds read high
Dynein transport nuclear GR-EGFP – recorded beside Dynein transport, whose call it bears; z-score; measured here: nuclear GR-EGFP intensity;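 lower value marks the stronger effect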
Dynein transport cell count – also measured in Dynein transport; calls as there; z-score; measured here: cell count per field
Insulin prom up cell count – also measured in Insulin prom up; calls as there; cell count; measured here: cytotoxicity, nuclei count;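 total cells summed across four imaged fields per well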
bCat nuc transl cell count 5 µM – further read-out of bCat nuc transl, marked with its call; cell count; measured here: cell count, cytotoxicity flag
MT stabilize HCS Hoechst-high % – also measured in MT stabilize HCS; calls as there; % Hoechst-high responders; measured here: nuclear condensation Hoechst responders;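 share of cells brighter than vehicle mean plus two SD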
MT stabilize HCS cytotoxicity % – recorded beside MT stabilize HCS, whose call it bears; toxicity, %; measured here: cytotoxicity by cell density;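 0% = mean cell density of plate MIN control wells and 100% = no cells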
Autophagy mod cell loss 18 h – also measured in Autophagy mod; calls as there; toxicity, %; measured here: cell loss, nuclei count;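 cell loss after 18 h compound exposure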
The depositor's hits bear a star; i = inactive; x = no result given; [ ] = another dose, or the depositor's remark.

canonical_smiles	CSM14.1 death rescue	bCat nuc transl	bCat nuc transl cell count 5 µM	MT stabilize HCS	MT stabilize HCS Hoechst-high %	MT stabilize HCS cytotoxicity %	M17LAP inhibition	UTI89 phage lysis	Dynein transport	Dynein transport cytoplasmic EGFP	Dynein transport nuclear GR-EGFP	Dynein transport cell count	P. falciparum M1AAP	Autophagy mod	Autophagy mod cell loss 18 h	Insulin prom up	Insulin prom up cell count
O=C(O)CP(=O)(c1ccccc1)c1ccccc1	-0.6%	1.4	1138	2.8	1.8	7.2	0%	-0.3%	-0.96	-0.5	-0.41	0.28	0%	i	8	0.06	1134
FC(F)(F)c1ccc(C2NCCc3sccc32)cc1 (stereo unspecified)	-1.2%	-0.2	1497	2.7	2.6	12	2%	-0.1%	0.93	-0.29	0.29	-0.96	12%	i	-1	0.77	1357
C=C1c2ccc(C)cc2NC(=O)N1c1ccccc1	x	x	x	2.0	2.1	4.5	-16%	0.6%[50 µM]	-0.48	-0.24	-0.031	-0.097	0%	i	-2	0.02	1319
COc1cccc(OCC(=O)NNC(=O)Cc2cccs2)c1	-0.5%	0.2	1110	2.5	2.9	1.9	16%	2.9%	-0.071	-0.17	0.33	-0.48	-3%	i	-3	1.1	1577
C=CCc1c(C)nc(-c2ccccc2)nc1Nc1ccc(O)cc1	18%	4.8	923	3.8	3.5	2.7	-1%	-2.2%[50 µM]	-0.19	-0.32	-0.51	0.98	5%	i	-8	x	x
CCOC(=O)c1c(NC(=O)C2C3CCC(O3)C2C(=O)O)sc2c1CCC(CC)C2 (stereo unspecified)	0.5%	-0.1	1483	2.3	1.5	5.3	7%	-1.1%	2	-0.12	0.82	-0.51	-2%	i	-2	-0.09	1436
Cn1/c(=N\NC(=O)c2ccccc2Cl)sc2ccccc21	x	-0.7	1056	1.2	1.5	5.7	-5%	-1.4%	-0.11	-0.27	0.067	-0.05	3%	i	-42	-0.29	1231
C=CCOC(=O)/C(=C/c1cccc2ccccc12)NC(=O)c1ccccc1	-3.1%	-1.2	891	4.1	2.3	7.1	-7%	0.7%[50 µM]	0.22	-0.18	0.27	-0.24	5%	i	8	x	x
CCOc1ccccc1NC(=O)Nc1cc(C(=O)O)ccc1C	-0.1%	0.3	1499	2.3	1.9	10	14%	-0.8%	0.75	-0.35	-0.18	0.41	5%	i	24	0.21	1383
COc1ccc(C(=O)C2CCCN(Cc3cccc4c3OCO4)C2)cc1OC (stereo unspecified)	-2.4%	1.4	1145	2.4	2.3	7.0	-6%	1.5%	-0.058	-0.22	-0.22	0.41	-1%	i	11	0.47	1426
CC(=C/C(=O)O)/C=C/c1ccc(Cl)o1	-1.3%	1.3	1013	3.8	1.4	4.6	32%	1.1%	-0.64	-0.13	-0.083	-1.1	3%	i	-14	x	x
CC(Oc1ccccc1)C(=O)Nc1ccccc1O (stereo unspecified)	-0.2%	x	x	0.9	1.3	9.2	2%	0.3%	-0.11	-0.24	0.033	0.13	-1%	i	6	-0.67	848
Cc1ccc(S(=O)(=O)N/N=C/c2cccc([N+](=O)[O-])c2)cc1	1.0%	-0.1	1062	4.6	2.2	13	31%	1.2%	-0.088	-0.24	-0.1	0.85	8%	i	4	0.28	1497
O=C(CNC(=O)c1ccccc1C(=O)O)c1ccccc1	-0.5%	-5.5	936	2.1	0.1	25	-8%	-0.2%	0.047	1.6	0.99	-0.26	-12%	i	2	-0.07	1373
CCOC(=O)CCCCNCc1ccccc1	1.2%	-1.2	1254	4.5	2.2	8.5	21%	-1.0%	-0.56	-0.17	-0.085	0.034	13%	i	1	0.26	1320
CCc1nc2ccccc2c(C(=O)NCc2ccccc2)c1C	-1.8%	-0.9	944	1.2	1.6	5.2	9%	0.1%	-0.4	0.32	0.16	-0.023	-1%	i	-2	-0.38	1451
Cc1cc(OCCCn2ccnc2)ccc1C(C)C	3.3%	0.8	558	1.6	2.4	7.1	10%	0.7%	-1.1	-0.28	-0.98	1.4	0%	i	2	0.09	1192
CO/N=C(/CS(=O)c1ccc(Br)cc1)c1ccc(OC)cc1 (stereo unspecified)	-0.1%	x	x	1.7	1.8	9.3	-1%	0.8%	1.5	0.068	1.1	-0.72	0%	i	3	0.13	1036
NC(=O)C1(C(N)=O)OC1c1ccc(Cl)cc1Cl (stereo unspecified)	x	0.0	1309	x	x	x	3%	0.2%	-0.34	-0.23	0.25	-0.086	4%	x	x	x	x
O=C1Nc2ccccc2C(O)(C(=O)NCc2ccco2)N1c1ccccc1 (stereo unspecified)	-0.9%	-1.4	1031	6.2	1.5	8.0	17%	0.2%	0.079	-0.18	0.56	-0.27	6%	i	0	0.04	1282
CC1=C(C#N)C(C(F)(F)F)(C(F)(F)F)N=C(c2ccco2)N1	-1.1%	x	x	3.5	2.8	6.9	1%	5.6%	-0.21	-0.24	-0.25	0.38	2%	i	21	-0.87	1187
COC(=O)C1=C(C(=O)OC)[C@@H]2N(C)c3ccccc3[C@@]23C[C@@H](C(=O)OC)N(C(C)=O)C3=N1	x	1.3	1173	x	x	x	-7%	1.3%	1.3	-0.81	0.62	-0.45	-3%	x	x	2.4	579
CCOC(=O)c1c(C)nc(C)c(C(=O)OCC)c1-c1ccc(Br)cc1	-0.8%	1.3	1055	3.8	2.2	7.6	-6%	-0.7%[50 µM]	-1.3	-0.27	-1	0.76	15%	i	15	-1.7	1446
COc1cccc(/C=N/Nc2nc3ccccc3[nH]2)c1OC	x	-0.5	1441	x	x	x	-2%	0.8%	-0.54	0.18	-0.071	-0.26	-1%	x	x	0.88	999
CCCCCc1c(O)nc(SCC(=O)NCC2CCCO2)[nH]c1=O (stereo unspecified)	-1.1%	-1.4	1212	2.7	2.4	11	10%	0.3%	-0.66	-0.23	0.3	0.023	5%	i	0	0.2	1138
OC(c1cccnc1)c1cccs1 (stereo unspecified)	0.8%	-4.5	1050	3.9	1.6	5.2	6%	0.4%	-0.61	-0.17	0.0012	-0.53	-6%	i	3	0.39	1188
O=C(Nc1ccc(Cl)cn1)C1CCCN1S(=O)(=O)c1cccc2ccccc12 (stereo unspecified)	1.5%	x	x	4.8	2.2	1.6	-8%	0.4%	-0.51	-0.28	-0.046	0.32	-1%	i	11	-1.3	826
CCOC(=O)C1=C(C)N(C)C(=O)NC1c1cc2c(cc1[N+](=O)[O-])OCO2 (stereo unspecified)	-0.8%	-0.9	1111	4.2	2.4	0.5	12%	-1.7%	-0.86	-0.31	-0.63	0.95	4%	i	10	-0.1	1305
CCOc1ccc(-c2c(C#N)c(N)nc3c2c(=O)n(C)c(=O)n3C)cc1OC	1.5%	-3.4	1214	3.0	2.1	6.6	15%	4.6%	-1.5	-0.17	-0.76	1.4	8%	i	-1	-1.2	1399
O=S(=O)(Cc1ccccc1)Nc1ccc(Br)cn1	1.1%	0.8	1494	2.9	1.6	5.6	8%	-1.0%	0.026	-0.26	0.16	0.34	1%	i	12	0.23	1440
N#CC(C(=O)Nc1ccccc1)=C1Nc2ccccc2N1	3.1%	3.0	953	1.4	1.0	6.3	1%	-1.9%	0.092	-0.14	0.15	0.41	7%	i	-8	0.57	785
CCC(C(=O)OC)(C(=O)OC)c1ccc([N+](=O)[O-])cc1	-1.4%	-1.7	1055	7.8	1.4	9.0	1%	0.5%	1	0.031	0.81	-0.64	6%	i	3	1.2	1420
CCOc1ccc(NC(=O)c2nnn(CC(=O)Nc3ccccc3OCC)c2N)cc1	-0.3%	-1.5	1037	4.6	3.1	11	-4%	1.7%	0.023	-0.33	0.066	0.01	-3%	i	0	0.11	1891
O=C(Cn1cc(C(=O)c2ccco2)c2ccccc21)Nc1ccccc1	4.3%	-3.9	1180	3.1	1.8	5.5	12%	0.1%	-0.62	-0.066	-0.35	0.77	10%	i	-2	-1.2	918
Cc1c(NC(=O)CSc2nnc(N)s2)c(=O)n(-c2ccccc2)n1C	-0.5%	x	x	3.1	2.7	2.5	-5%	2.5%[50 µM]	-0.98	-0.2	-0.69	0.28	7%	i	8	0.08	1229
